Screening results: PubChem BioAssay, National Center for Advancing Translational Sciences (NCATS)
HepG2 tox = qHTS for Inhibitors of TGF-b: Cytotox Counterscreen; AID 588856, 2011; HepG2 CAGA-GFP viability, ATP luminescence, 18 h; actives 0.76% (n = 410,000); Potency, µM (top dose mostly 46.1 µM), inactives show top-dose activity change, negative = cytotoxicity, actives largely listed as cytotoxic; note: potency is the fitted concentration of half-maximal effect; some results filed as inactive show a strong effect at the top dose
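CellTiter-Glo luminescence gave cytotoxicity after 18 hours at 37 degrees C. The cells were HepG2 CAGA-GFP in 1% FBS DMEM, stimulated with 500 pg/mL TGF-beta after compound addition. %Activity was normalised to no-cell wells (complete cell-killing) and DMSO (no toxicity), and curves were fitted and classified.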
ATXN viability = Viability Counterscreen for Primary qHTS for Inhibitors of ATXN expression | S2 cells (HEK-293 line with an ATXN2-luciferase reporter) viability, CellTiter-Fluor protease fluorescence, 24 h | Potency, µM (doses to about 56.7 µM), actives largely listed as cytotoxic | actives 0.49% (n = 400,000); note: potency is the fitted concentration of half-maximal effect; nearly all actives have a fitted effect of over 40% in size
IL-1B inflam inh = qHTS for Inhibitors of Inflammasome Signaling: IL-1-beta AlphaLISA Primary Screen | actives 4.7% (n = 360,000) | activity change, % at 57.5 µM | AID 743279, 2014 | THP-1 LPS/ATP IL-1B secretion, AlphaLISA, 16 h; hits give low values; in the data active = activity change below about -50%; inconclusive = mostly about -30% to -49%; note: % is set by controls: 0 for no effect and ±100 for the full control effect
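THP-1 cells pretreated 1 hr with compounds (up to 57.5 uM final), then stimulated with LPS (250 ng/mL final) plus ATP (1.25 mM final); secreted IL-1B measured by AlphaLISA after 16 hr, decreased signal indicating inhibition.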
MCF10A rerep = A quantitative high throughput screen for small molecules that induce DNA re-replication in MCF 10a normal breast cells; MCF 10A DNA re-replication, Hoechst nuclear intensity, 48 h; Potency, µM (top dose mostly 46.1 µM), inactives show top-dose activity, positive = re-replication, actives largely listed as activators; actives 2.9% (n = 350,000); note: potency is the fitted concentration of half-maximal effect; % of control where 0% means no effect; nearly all actives have a fitted effect of over 50% in size
ATXN2 expr inh = Primary qHTS for Inhibitors of ATXN expression. HEK-293 ATXN2-luciferase reporter, luminescence, 24 h. Potency, µM (titrated, usually from 57 µM), for the others: at the top dose activity change, negative = inhibition, most hits filed as inhibitors. actives 0.72% (n = 360,000). AID 1745845, 2022; note: potency is the fitted concentration of half-maximal effect; % is set by controls: 0 for no effect and ±100 for the full control effect; nearly all actives have a fitted effect of over 55% in size
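qHTS (up to 57 uM final) was run with 24 h compound exposure of reporter cells at 37 °C. Each well was multiplexed: SteadyGlo luminescence measured ATXN2-luciferase expression after a fluorogenic Gly-Phe-AFC viability readout (25 uM final).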
HT1080-NT tox = qHTS for induction of synthetic lethality in tumor cells producing 2HG: qHTS for the HT-1080-NT fibrosarcoma cell line; HT-1080-NT fibrosarcoma viability, CellTiter-Glo ATP luminescence, 48 h; actives 1.6% (n = 360,000); AID 686970, 2013; Potency, µM (titrated, usually from 46.1 µM), without a hit: top-dose activity, negative = less viability, actives largely listed as cytotoxic;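 note: NT is the 2HG producing partner of a matched IDH1 knockdown line; potency is the fitted concentration of half-maximal effect; 0% = DMSO-treated cells and -100% = media-only wells without cells; nearly all actives have a fitted effect of over 55% in size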
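HT-1080-NT fibrosarcoma cells (2HG-overproducing), 750 cells/well in RPMI with 5% FBS, dosed after 2 h and incubated 48 h at 37C. CellTiter-Glo luminescence normalized to DMSO and no-cell wells; concentration-response curves fitted and classed.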
HT1080 IDH1KD tx = qHTS for induction of synthetic lethality in tumor cells producing 2HG: qHTS for the HT-1080-IDH1KD cell line; HT-1080 IDH1 knockdown viability, ATP luminescence, 48 h; Potency, µM (top dose mostly 46.1 µM), for inactives: at the top dose activity, negative = toxicity, most hits filed as cytotoxic; actives 2% (n = 360,000); AID 686971, 2013;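 note: potency is the fitted concentration of half-maximal effect; 0% = DMSO wells and -100% = cell-free medium wells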
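IDH1KD HT-1080 cells, 750/well, RPMI + 5% FBS; compound pinned after 2 h settling; 48 h, 37 °C; CellTiter-Glo luminescence; % activity normalised to DMSO and no-cell wells; curves fitted, classed by r2 and efficacy.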
SW480 rereplic = A quantitative high throughput screen for small molecules that induce DNA re-replication in SW480 colon adenocarcinoma cells; actives 1.8% (n = 340,000); SW480 DNA re-replication, Hoechst DNA content imaging, 48 h; Potency, µM (titrated, usually from 46.1 µM), inactives show at the highest dose re-replication activation, actives largely listed as activators; AID 624297, 2012; note: potency is the fitted concentration of half-maximal effect; % of control where 0% means no effect; nearly all actives have a fitted effect of over 55% in size
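Readout is total intensity of Hoechst-stained nuclei, excited at 405 nm and collected at 500-530 nm. Compound treatment lasted 48 hr at 37 C in 5% CO2 before staining.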
KB-3-1 tox = qHTS assay for MDR1-selective chemotherapeutics: Primary screen using the parental adenocarcinoma cell KB-3-1; AID 1347075, 2019; Potency, µM (titrated, usually from 46.1 µM), inactives show top-dose activity change, negative = cytotoxic, hits mostly cytotoxic; actives 1.4% (n = 400,000); KB-3-1 viability, CellTiter-Glo ATP luminescence, 72 h; note: potency is the fitted concentration of half-maximal effect; % is set by controls: 0 for no effect and ±100 for the full control effect; nearly all actives have a fitted effect of over 60% in size
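Viability of parental KB-3-1 cells, measured by CellTiter-Glo luminescence, followed a 72 h incubation at 37 °C with pinned compounds in phenol-red-free DMEM containing 10% FBS.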
Numbers without * were called inactive; i = inactive; ? = inconclusive; · = not tested or not shown; [ ] = another dose, or the depositor's remark. Unless noted, calls come from the whole dose curve; as a rule, active = well fitted curve in the direction sought with a large enough effect; inconclusive = small, poorly fitted or top-dose-only effect, or another doubt; inactive = no such curve, though single readings can be large; an effect the other way counts as inactive or inconclusive.

item	SMILES	SW480 rereplic	IL-1B inflam inh	HepG2 tox	ATXN viability	MCF10A rerep	ATXN2 expr inh	HT1080 IDH1KD tx	HT1080-NT tox	KB-3-1 tox
1	CC(C)CN(C(=O)COC(=O)C12CC3CC(CC(Cl)(C3)C1)C2)c1c(N)n(Cc2ccccc2)c(=O)[nH]c1=O	9%	-8	7%	i	9%	-14%	-2%	5%	-4%
2	CC(=O)c1c(C)nc(-c2ccc(Cl)cc2Cl)n1O	2%	-7	-34%	i	3%	-2%	-1%	2%	-5%
3	Cc1cccc(N(C)c2cc(C)nc3nc(C)nn23)c1	-2%	75	0%	i	12%	-10%	-3%	-16%	?
4	COc1ccc(C(=O)Nc2cc3c(cc2C#N)OCO3)cc1S(=O)(=O)NCc1ccco1	1%	7	-9%	i	-2%	-4%	-3%	-4%	2%
5	Cn1ccc(C(=O)N/N=C/c2cccnc2)n1	-4%	5	-12%	i	-5%	-7%	2%	11%	19%
6	CC(=O)Nc1c(-c2ccccc2)nc2ccc(Cl)cn12	-8%	3	-1%	·	-2%	·	11%	-1%	0%
7	CCCCc1nc(NCCNC(=O)c2ccco2)c(C#N)c2c1CSC(C)(C)C2	?	-5	-13%	i	?	-2%	-3%	-2%	-7%
8	CSc1ccc(S(=O)(=O)N2CCC(C(=O)Nc3ccc(NC(C)=O)cc3)CC2)cc1	1%	-2	-2%	i	6%	12%	1%	2%	5%
9	COc1cccc(CN2CCN(S(=O)(=O)c3ccc(Br)cc3)CC2)c1	7%	?	-7%	i	2%	3%	5%	0%	0%
10	COc1ccc(N2C(=O)CSC23C(=O)N(CC(=O)NC2CCCC2)c2ccccc23)cc1 (configuration not stated)	-10%	-20	11%	i	7%	9%	?	26%	5%
11	N#CCC(=O)N/N=C/c1ccc(N2N=C(c3ccccc3)CC2c2ccccc2)cc1 (configuration not stated)	?	-7	-19%	·	8%	-24%	-20%	?	?
12	COc1ccc(N(CC(=O)Nc2cc(C)ccc2C)S(=O)(=O)c2ccccc2[N+](=O)[O-])c(OC)c1	18%	0	11%	i	7%	-24%	-13%	-18%	?
13	O=c1c2ccccc2nc2c3ccccc3c(NCc3cccnc3)nn12	4%	-4	-8%	i	-13%	-7%	4%	-12%	12%
14	CC(=O)Nc1ccc(S(=O)(=O)N/N=C/c2cccnc2)cc1	13%	9	15%	i	4%	-7%	0%	2%	-19%
15	O=C(COc1ccc(S(=O)(=O)Nc2ccccc2)cc1)N1CCOCC1	-5%	0	15%	i	-4%	1%	9%	5%	3%
16	CCOc1cc(C2NC(=O)CCC2[N+](=O)[O-])cc(Br)c1OC (configuration not stated)	-3%	10	-2%	i	-1%	·	7%	-1%	-11%
17	CC(C)NC(=O)c1noc2cc([N+](=O)[O-])ccc12	-18%	17	-13%	i	-3%	11%	13%	24%	11%
18	O=C(CSc1n[nH]c(=O)n1-c1cccnc1)Nc1ccccc1Cl	1%	17	-1%	i	3%	10%	2%	4%	0%
19	COc1ccc(CCNC(=O)CSC2=Nc3ccccc3C3=NC(C(C)C)C(=O)N23)cc1OC (configuration not stated)	-3%	0	-5%	i	0%	-9%	21%	11%	0%
20	Cc1c(/C=N/NC(=O)c2cc(C(C)(C)C)[nH]n2)c2ccccc2n1C	-93%[inhibitor]	24	-32%	i	-3%	-2%	14%	19%	17%
21	CC(=O)c1ccc(NC(=S)N2CCN(CCO)CC2)cc1	-3%	14	6%	i	4%	2%	5%	15%	24%
22	Cc1ccc(C)c(SCC(=O)Nc2cccc(S(=O)(=O)N3CCOCC3)c2)c1	-4%	-16	-14%	i	2%	-7%	-1%	-2%	-5%
23	CN(C)C(=O)CCc1ccc2c3c([nH]c2c1)[C@]1(CCc2ccccc2)[C@@H](C(=O)N2CCCCC2)C[C@H](CC(=O)NCCC2=CCCCC2)C(=O)N1CC3	0%	-15	4%	i	9%	16%	10%	5%	0%
24	O=C(c1cc(F)ccc1F)C1CCCN(Cc2cccn2-c2ccccn2)C1 (configuration not stated)	11%	?	-29%	?	12%	·	-6%	-10%	-17%
25	COc1ccc(OC)c(NC(=O)C(C)n2nc(C)c3c(C)n(-c4ccccc4)nc3c2=O)c1 (configuration not stated)	·	·	-22%	i	·	-20%	·	·	-1%
26	O=C(NC(Cc1c[nH]c2ccccc12)C(=O)NCc1ccc(F)cc1)OCc1ccccc1 (configuration not stated)	?	12	-28%	i	8%	·	-2%	-2%	0%
27	Cc1ccccc1CS(=O)(=O)CC1(O)CCN(C(=O)c2cccc(C(F)(F)F)c2)CC1	2%	10	2%	i	0%	-1%	-4%	5%	4%
28	COc1ccc(C(=O)NNC(=O)CCCCC(=O)NNC(=O)c2ccc(OC)cc2)cc1	-88%[inhibitor]	5	6%	i	1%	·	1%	-1%	2%
29	COCCn1c(SCC(=O)Nc2cc(C)nn2-c2ccccc2)nnc1-c1ccncc1	-3%	8	18%	i	-3%	-2%	12%	1%	-6%
30	Cc1[nH]ccc(=O)c1OCC(=O)O	-2%	-5	152%	i	0%	·	6%	11%	0%
31	Cc1ccc2c(C)c(C(=O)N3CCN(Cc4ccccn4)CC3)oc2c1C	-3%	40	-20%	i	6%	12%	5%	26%	-5%
32	CCCN(C(=O)Cn1cnc2sc(C)c(S(=O)(=O)N3CCN(c4ncccn4)CC3)c2c1=O)c1cccc(C)c1	·	·	7%	i	·	-6%	·	·	-13%
33	COC(=O)Cn1nnc(-c2cccc(OC)c2)n1	13%	27	-3%	i	14%	-3%	-9%[9.24 µM]	-13%	5%
34	CC(C)N(C(=S)Nc1cc(S(=O)(=O)N2CCOCC2)ccc1Cl)c1ccccc1	-6%	8	3%	i	-3%	7%	2%	-2%	10%
35	C=CCn1c(SCc2ccc(Cl)cc2)nc2cc(C(=O)N3CCC(C(N)=O)CC3)ccc2c1=O	-111%[inhibitor]	1	-8%	i	0%	-26%	3%	-5%	?
36	COc1ccc(CC(CN)c2ccccc2)cc1 (configuration not stated)	?	?	-3%	i	?	-31%	-1%	1%	?
37	CCCCCCn1c(=O)c(-c2ccccc2)c(O)c2ccccc21	-6%	10	21%	i	2%	-1%	-6%	-13%	7%
38	CC1=CC(=C(c2ccc(N)cc2)c2ccc(N)cc2)C=CC1=N	-3%	·	-64%	·	6%	·	·	·	2.3µM*
39	CC(CO)NS(=O)(=O)c1cc(Cl)ccc1F (configuration not stated)	·	23	13%	i	·	5%	11%	3%	0%
40	Cc1ccc(S(=O)(=O)CCC(=O)OCC(=O)NC2CCS(=O)(=O)C2)cc1 (configuration not stated)	-11%	-2	-7%	i	-2%	3%	15%	12%	-1%
41	CCN1CCC(C(N)=O)CC1	1%	4	-16%	i	1%	3%	12%	17%	7%
42	O=C(NNC(=O)c1ccc(Br)s1)NC1CCCCC1	-2%	0	-4%	i	-6%	1%	-1%	-8%	3%
43	COc1ccc2nc(C3CCCCC3)nc(C3CCCCC3)c2c1	-67%[inhibitor][9.22 µM]	21	5%	i	-19%	-19%	8%	4%	9%
44	CCCc1cc(=O)oc2cc(OCC(=O)NCCc3c[nH]c4ccc(OC)cc34)ccc12	-70%[inhibitor]	-19	-30%	?	?	-23%	-24%	-22%	0%
45	Cc1ccc(NC(=O)C2=CC=CN3CCS(=O)(=O)N=C23)cc1	-17%	20	5%	i	0%	13%	13%	15%[9.24 µM]	4%
46	COC(=O)c1ccc2c(=O)n(CCCCCC(=O)N3CCN(c4cc(Cl)ccc4C)CC3)c(=O)[nH]c2c1	·	·	-8%	i	·	-14%	·	·	-8%
47	COc1cccc(C2(c3cccc(OC)c3)CC2C(=O)Nc2cccc3ccccc23)c1 (configuration not stated)	-1%	16	4%	?	5%	-2%	0%	2%	-1%
48	O=C(COC(=O)CNS(=O)(=O)c1ccc(F)c(F)c1F)Nc1ccc(OC(F)F)cc1	-9%	14	2%	?	-2%	2%	1%	9%	11%
49	CCN1CCc2c(sc(NC(=O)Cc3ccccc3)c2C(N)=O)C1	-1%	-6	-22%	i	-4%	-22%	1%	3%	3%
50	CCN(c1ccc(C(=O)CSc2nnc(C3CC3)n2C2CC2)cc1)S(C)(=O)=O	?	4	1%	i	?	4%	-3%	-1%[9.24 µM]	16%
51	CCOc1ccc(/C=N/Nc2cc(C)nc(N3CCOCC3)n2)cc1	11%	30	-23%	i	9%	5%	2%	26%	3%
52	Cc1ccc(NC(=O)CN(C)C(=O)/C=C/c2cccs2)cc1	-8%	0	4%	i	-3%	0%	12%	14%	10%
53	CCCc1ccc(S(=O)(=O)N2CCN(C(C)C(=O)NC3CCCC3)CC2)cc1 (configuration not stated)	-3%	7	-8%	?	7%	-6%	-5%	10%	16%

Structures listed so far that contain a furan ring, fused or not:
item	SMILES	SW480 rereplic	IL-1B inflam inh	HepG2 tox	ATXN viability	MCF10A rerep	ATXN2 expr inh	HT1080 IDH1KD tx	HT1080-NT tox	KB-3-1 tox
4	COc1ccc(C(=O)Nc2cc3c(cc2C#N)OCO3)cc1S(=O)(=O)NCc1ccco1	1%	7	-9%	i	-2%	-4%	-3%	-4%	2%
7	CCCCc1nc(NCCNC(=O)c2ccco2)c(C#N)c2c1CSC(C)(C)C2	?	-5	-13%	i	?	-2%	-3%	-2%	-7%
31	Cc1ccc2c(C)c(C(=O)N3CCN(Cc4ccccn4)CC3)oc2c1C	-3%	40	-20%	i	6%	12%	5%	26%	-5%
